SUMO1-SIM PPI: alters human SUMO1 binding to SIM partners; P63165; SUMO1 binding to a labelled peptide, TR-FRET, 1 h; inhibition, % at 20 µM; actives 0.33% (n = 360,000); in the data active = inhibition above about 37%
Target sequence (P63165 whole entry, looked up): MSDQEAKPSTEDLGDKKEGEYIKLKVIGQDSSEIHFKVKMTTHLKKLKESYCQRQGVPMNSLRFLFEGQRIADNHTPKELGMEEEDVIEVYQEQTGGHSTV
Scp-1 inhibitor: inhibitors of human Scp-1 phosphatase | Q9GZU7 | Recombinant Scp1, phosphopeptide, malachite green phosphate absorbance | inhibition, % at 20 µM | actives 0.88% (n = 340,000) | AID 493091;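 active = inhibition above about 50% at 20 µM, limit read from the data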;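 also: plate controls were DMSO wells with enzyme for no effect and wells lacking enzyme for full effect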
Target sequence (Q9GZU7 76-261 limits assumed): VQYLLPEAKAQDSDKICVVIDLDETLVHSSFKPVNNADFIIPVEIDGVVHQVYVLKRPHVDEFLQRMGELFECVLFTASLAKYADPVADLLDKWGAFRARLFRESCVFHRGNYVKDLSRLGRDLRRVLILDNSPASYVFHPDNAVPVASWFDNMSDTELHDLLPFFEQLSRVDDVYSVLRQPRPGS
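Material – SCP-1 phosphatase catalytic domain, residues 76-261 · Buffer or medium – Acidic Tris acetate buffer with magnesium and detergent · Also added – Phospho 17-mer peptide substrate · Compound – single 20 µM dose, 1% DMSO · Times – 45 min room-temperature reaction, 5 min colour, 30 min stabiliser · Technique – Phosphate-binding colour reagent, absorbance read at 630 nm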
STEP block: inhibitors of human striatal-enriched phosphatase STEP; P54829; recombinant STEP, OMFP fluorogenic substrate, fluorescence; inhibition, % at 20 µM; actives 0.25% (n = 360,000); AID 588621;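 active = inhibition at 20 µM, scaled per plate between control wells, above about 37%, limit read from the data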;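 also: 0% = DMSO with enzyme and substrate and 100% = substrate only without enzyme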
Target sequence (P54829 whole entry, looked up): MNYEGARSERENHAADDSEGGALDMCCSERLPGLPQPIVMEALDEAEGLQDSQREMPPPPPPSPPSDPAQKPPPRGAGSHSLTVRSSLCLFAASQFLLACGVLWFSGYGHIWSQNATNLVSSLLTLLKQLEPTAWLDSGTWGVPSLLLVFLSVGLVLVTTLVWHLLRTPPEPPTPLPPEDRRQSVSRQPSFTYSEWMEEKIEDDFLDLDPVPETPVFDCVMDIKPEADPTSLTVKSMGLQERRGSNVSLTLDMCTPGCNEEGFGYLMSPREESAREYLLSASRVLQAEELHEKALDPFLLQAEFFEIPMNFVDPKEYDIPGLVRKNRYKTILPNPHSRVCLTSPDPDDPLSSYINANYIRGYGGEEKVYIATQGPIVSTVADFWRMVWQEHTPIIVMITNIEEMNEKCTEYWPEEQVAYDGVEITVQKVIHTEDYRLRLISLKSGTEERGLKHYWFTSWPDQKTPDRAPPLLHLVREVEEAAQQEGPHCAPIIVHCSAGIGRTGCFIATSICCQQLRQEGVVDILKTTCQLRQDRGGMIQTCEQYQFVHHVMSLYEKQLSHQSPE
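Test system: STEP tyrosine phosphatase / Reagent: OMFP at 25 µM / Doses: 20 µM, 1% DMSO / Read-out: percent inhibition scaled to no-enzyme and uninhibited-enzyme controls, plate-pattern corrected / Detection: FITC-channel fluorescence of OMFP product / Medium: Bis-Tris buffer pH 6.0, 2.5 mM DTT, 0.005% Tween 20 / Schedule: 20 min at room temperature, dark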
CSN deneddyl inh: blocks human CSN-mediated cullin deneddylation; actives 0.38% (n = 360,000); inhibition, % at 12.5 µM; Purified CSN, SCF-Nedd8-OG deneddylation, fluorescence polarization;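 active = pattern-corrected inhibition above about 35%, with an unprinted fluorescence ratio check between 0.5 and 1.5, limit read from the data, passing the limit was not always enough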;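 also: 0% = enzyme with substrate and 100% = substrate without enzyme; some results filed as inactive read as strong as hits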
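Detection – fluorescence polarization · System – HEK293T-derived human Csn5 enzyme · Controls – substrate-only high control, full reaction low control · Timing – 90 min, room temperature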
Tb MetRS inh: Trypanosoma brucei MetRS inhibition. purified T. brucei MetRS, ATP depletion, Kinase-Glo luminescence. inhibition, % at 11.9 µM. AID 624268. actives 0.4% (n = 360,000);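 active = inhibition above a per-plate cutoff of the control wells' mean inhibition plus 3 SD, cut at about 5.5% in these data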;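 also: 0% = DMSO wells median and 100% = median of wells with control inhibitor compound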
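Dosing: 11.9 µM compound single dose, 0.9% DMSO; Assay system: purified T. brucei MetRS enzyme; Measured by: Kinase-Glo luciferase luminescence reporting remaining unconsumed ATP; Schedule: 15 min plus 2 h at 25 °C.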
LMPTP inh: blocks human LMPTP phosphatase | recombinant LMPTP-A, OMFP fluorogenic substrate, fluorescence intensity | actives 0.22% (n = 360,000) | inhibition, % at 20 µM;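 active = compounds that cut the enzyme signal by at least half of the control window in the single-dose screen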;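 also: plate controls were DMSO wells with enzyme plus substrate for no effect and substrate without enzyme for full effect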
Target sequence (P24666 whole entry, looked up): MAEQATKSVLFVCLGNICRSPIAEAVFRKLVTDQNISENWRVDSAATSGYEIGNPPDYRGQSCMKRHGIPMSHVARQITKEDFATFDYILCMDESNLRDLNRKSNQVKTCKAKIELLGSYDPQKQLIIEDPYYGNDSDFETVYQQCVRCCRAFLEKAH
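Test system – LMPTP-A enzyme · Amount – LMPTP-A at 0.625 nM final in the reaction · Buffer or medium – Bis-Tris pH 6.0, DTT, detergent · Reagent – OMFP 400 µM · Doses – single 20 µM dose · Schedule – reaction 50 min, room temperature, dark · Detection – fluorescence intensity of OMFP turnover product · Evaluation – percent inhibition versus substrate-only and uninhibited controls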
NadD inh: inhibitors of Staphylococcus aureus NadD; purified NadD enzyme, colorimetric absorbance read-out; inhibition, % at 20 µM; actives 0.78% (n = 360,000); in the data active = inhibition above about 26%; also: some compounds past the cut are filed as inactive
Rpn11 block: blocks the human proteasome subunit Rpn11; human 26S proteasome, Ub4-pepOG fluorescence polarization; 20S core pre-blocked with epoxomicin; AID 588493; calls only at 20 µM; actives 0.59% (n = 360,000);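 active = inhibition at 20 µM, scaled to each plate's controls, above about 33%, limit read from the data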
DNMT1 inh: DNMT1 (human) enzyme inhibition | actives 0.83% (n = 360,000) | inhibition (reported as % activation of signal), % at 10 µM | P26358 | AID 588458 | DNMT1 molecular beacon, Hinp1I cleavage, fluorescence; in the data active = inhibition above about 50%
MsrA inhibitor: inhibitors of bovine MsrA | inhibition, % at 15.5 µM | purified bovine MsrA, absorbance read-out | actives 0.75% (n = 360,000); in the data active = inhibition above about 4.5%;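 also: 0% = vehicle wells with enzyme and 100% = reference inhibitor wells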
Starred values were filed as active, the others as inactive; i = inactive; / = no result given; + = active, no number.

SUMO1-SIM PPI	Scp-1 inhibitor	STEP block	CSN deneddyl inh	Tb MetRS inh	LMPTP inh	NadD inh	Rpn11 block	DNMT1 inh	MsrA inhibitor	smiles
0	-3	-3	-1	-0.1	0.4	4	i	-1	-0.8	CN(C(=O)CN1CCN(c2ccccc2F)CC1)C1CCCc2ccccc21 (configuration not stated)
-1	-8	-1	-1	-1.6	-1.4	-2	i	5	2.5	CC(C)NS(=O)(=O)c1ccc(OCC(=O)NCc2cccnc2)cc1
-2	-2	1	-1	0.8	-0.6	-1	i	-5	-1.4	CNC(=O)Nc1ccc(Cn2cc(C(F)(F)F)ccc2=O)cc1
2	16	-5	2	-0.4	-1.4	1	i	3	-0.7	CC(OC(=O)c1cc(S(=O)(=O)N(C)C)ccc1N1CCCC1)C(=O)NCc1ccccc1 (configuration not stated)
4	2	1	2	0.1	-1.5	-1	i	9	1.2	CC1CCCN(C(=S)SCC(=O)O)C1 (configuration not stated)
-2	-4	1	-4	-0.1	-1.9	-2	i	-1	-0.5	CC(CNC1CCCCC1)OC(=O)c1ccccc1 (configuration not stated)
-2	15	0	16	-0.7	-2.1	20	/	2	-1.1	CCOC(=O)c1cc(-c2ccccc2)sc1NC(=S)Nc1cc(C)ccn1
-2	-5	-2	0	35*	-2.2	-5	i	2	0.6	CCOc1ccccc1NS(=O)(=O)c1c(C)[nH]c(C)c1C(=O)N1CCCCC1
1	-7	0	7	-0.2	-1.5	5	i	1	0.4	CCCCCC(=O)NNC(=S)NC(C)=O
2	-8	0	7	-0.9	1.1	-2	i	-3	-1.1	CCOc1c(C)cc(S(=O)(=O)NCc2ccccn2)c(C)c1C
1	3	-1	3	-0.7	-0.4	-7	i	1	0.6	O=C(COC(=O)c1ccc(S(=O)(=O)N2CCCC2)cc1)NCc1cccs1
4	-5	6	8	-0.8	-2.4	-4	i	7	0.8	O=C(O)CC(Cc1ccc(Br)cc1)C(=O)O (configuration not stated)
-2	-7	3	-6	-0.9	2.4	-6	i	10	0.1	CSc1cccc(NC(=O)CSc2ncccc2C(=O)Oc2cccc([N+](=O)[O-])c2)c1
2	-5	0	-7	-0.3	5.2	-4	i	6	-0.3	CN(C)c1cc(NC(=O)CNC(C)(C)CC(C)(C)C)c2ccccc2n1
-27	1	2	-2	-1.8	-0.5	-3	i	-3	0.5	Cc1cccc(NC(=O)CN(C)S(=O)(=O)c2cccc3nsnc23)c1C
3	-4	-2	3	-0.1	1.5	-8	i	-4	-0.2	CCOc1ccc(Oc2ccc(S(=O)(=O)N3CCOCC3)cc2NC(=O)C2=COCCO2)cc1
-12	-6	-4	-1	-0.3	0.2	-3	i	1	0.0	CC(=O)c1ccc(OCc2cc(C(=O)NC(C)Cc3ccccn3)no2)cc1 (configuration not stated)
1	-2	-2	-6	-0.2	-1.9	-5	i	5	-0.5	CCN(C(=O)COC(=O)c1cccc(S(=O)(=O)N(C)C)c1)c1c(N)n(Cc2ccccc2)c(=O)[nH]c1=O
1	-4	4	-1	1.2	-0.6	5	i	0	0.2	CC(=O)Nc1ccc(S(=O)(=O)Nc2cccc(NC(=O)c3ccco3)c2)cc1
-3	-10	-2	-5	-0.5	0.6	3	i	-1	0.0	CN(N)c1nc(N2CCCC2)nc(N2CCCC2)n1
-23	-4	2	0	-0.5	-0.2	1	i	-3	3.8	O=c1cc(/C=C/c2ccccc2)oc2ccccc12
6	-2	3	-2	-0.2	0.7	0	i	-4	0.2	O=C(CN1C(=O)CSCC1=O)Nc1ccc2c(c1)OCO2
-2	-3	6	-3	-0.5	-1.9	0	i	1	0.7	CCC(C)NC(=O)N[C@@H](Cc1ccccc1)C(=O)O (some centres not stated)
-3	11	-3	-2	-0.2	-1.5	2	i	3	-0.8	CCCCNC(=O)C1(N2C(=O)c3ccccc3C2=O)CCCC1
7	-1	-3	-1	1.7	0.5	21	i	-1	-0.1	CC(C)c1ccc(C2c3[nH]c4ccccc4c3C[C@H]3C(=O)N(c4ccccc4C(=O)N4CCC(C(=O)O)CC4)C(=O)N23)cc1 (some centres not stated)
-17	0	1	-8	-1.4	-3.1	-11	i	1	0.1	Cc1c([N+](=O)[O-])c([N+](=O)[O-])nn1CC(=O)NCCc1ccccc1
1	-7	-2	-7	-0.4	-0.4	3	i	-2	-0.5	Cc1ccc(NC(=O)N2CCCC2C(=O)Nc2c(C)cc(C)cc2C)cc1 (configuration not stated)
1	-7	0	-1	-1.1	0.7	4	i	-1	0.0	CC(C)CN(CC(C)C)c1nnc(N)s1
-1	-11	4	-1	0.0	-0.3	-2	i	1	-0.8	CCOC(=O)c1ccc2c(c1)nc(SCC(=O)NC(C)C)n2CC
6	2	-2	3	-0.4	3.7	-1	i	0	-0.3	COc1ccc(NC(=O)COC(=O)c2cccn2C)cc1S(=O)(=O)N1CCCCC1
-1	1	1	-16	-1.6	0.7	7	i	9	0.5	Cc1cc(SC(C)C(=O)Nc2ncc(Cl)cc2Cl)nc2ccccc12 (configuration not stated)
2	0	-5	1	-0.1	-2.0	-4	i	3	-0.4	COc1ccccc1N1CCN(C2CCCN(Cc3ccc(Cl)cc3)C2)CC1 (configuration not stated)
-2	-10	0	-3	0.1	1.1	-2	i	0	-0.4	N#Cc1ccccc1NC(=O)COC(=O)CCc1ccccc1
4	-4	2	1	0.0	-1.2	-2	i	3	1.1	O=S(=O)(NC1=NCCC1)c1ccc(F)cc1F
4	/	0	-3	-0.3	-1.5	2	i	2	0.0	C=CCCC(=O)N1C[C@H]2CON(C)[C@H]2C[C@H]1c1cccc(N2CCOCC2)c1
2	-5	-4	0	-0.6	-1.5	-5	i	5	0.2	COc1ccc(CC(=O)NNC(=O)c2cnccn2)cc1
11	-2	0	1	-0.3	-0.2	4	i	8	-0.5	CCO[C@H]1OC(C(=O)O)=C[C@@H](C)[C@@H]1CCCO
-1	6	0	2	-0.7	-0.4	-4	i	-2	-1.1	CSc1cc(C)c(OCC(=O)Nc2ccc(NC(C)=O)cc2)c(C)c1
-17	2	1	-1	-1.2	-1.2	-1	i	1	4.1	CC(=O)Nc1ccc(N/C=C/C(=O)c2ccc(C)o2)cc1
-12	-7	1	-1	0.9	-1.0	11	i	5	5.0*	COc1ccc(/C=C(\NC(=O)c2ccccc2)C(=O)N/N=C/c2ccncc2)cc1
2	-7	1	-11	-0.7	0.1	-14	i	0	2.2	COC(=O)Cc1ccc2sc(-c3ccccc3)nc2c1
-2	-12	1	0	2.2	5.9	-5	i	-1	1.5	CC(C)(C)OC(=O)N(Cc1ccccc1)Cc1ccccc1OCc1ccc(NC(=O)C2CCC2)cc1
2	4	0	0	0.9	-0.3	2	i	-2	-0.9	C[C@H](NC(=O)[C@H]1N2C(=O)c3ccccc3C2SC1(C)C)C(=O)N1CCC[C@H]1CO (some centres not stated)
-7	-7	5	0	-0.3	-2.3	1	i	3	-1.0	O=C(CSc1ncn[nH]1)Nc1ccccc1C(=O)O
-2	-9	0	-2	-0.7	-1.6	4	i	4	0.6	CCOC(=O)C(NC(C)=O)(Nc1ccc(S(=O)(=O)Nc2cc(C)on2)cc1)C(F)(F)F (configuration not stated)
25	106*	70*	175*	-0.7	66*	31*	+	90*	-0.1	Cc1ccc(-c2nc(NC(=O)CSc3cc(C)c4ccccc4n3)ns2)cc1
-7	-5	2	1	0.1	0.6	7	i	2	-0.7	CC(NCC(=O)Nc1ccccc1C(=O)NC1CC1)c1cccc(C(F)(F)F)c1 (configuration not stated)
0	2	1	0	-1.3	-0.8	0	i	-6	3.6	Cc1ccc(N/C=C2\C(=O)N(c3ccc(F)cc3F)C(c3cccnc3)S2(=O)=O)cc1 (configuration not stated)
2	2	-1	0	-0.1	-0.4	-3	i	-1	0.8	CCCn1c(-c2ccc(F)cc2)cnc1SCC(=O)O
15	-2	0	2	-0.5	-0.2	-7	i	6	-0.7	O=C(NCCC1CCCCN1S(=O)(=O)c1ccc(F)cc1)C(=O)NCc1cccnc1 (configuration not stated)

Full records, looked up by structure:
CC(C)CN(CC(C)C)c1nnc(N)s1 as listed: SUMO1-SIM PPI: 1; Scp-1 inhibitor: -7; STEP block: 0; CSN deneddyl inh: -1; Tb MetRS inh: -1.1; LMPTP inh: 0.7; NadD inh: 4; Rpn11 block: i; DNMT1 inh: -1; MsrA inhibitor: 0.0
Cc1cc(SC(C)C(=O)Nc2ncc(Cl)cc2Cl)nc2ccccc12 (configuration not stated) as listed: SUMO1-SIM PPI: -1; Scp-1 inhibitor: 1; STEP block: 1; CSN deneddyl inh: -16; Tb MetRS inh: -1.6; LMPTP inh: 0.7; NadD inh: 7; Rpn11 block: i; DNMT1 inh: 9; MsrA inhibitor: 0.5
Cc1ccc(-c2nc(NC(=O)CSc3cc(C)c4ccccc4n3)ns2)cc1 as listed: SUMO1-SIM PPI: 25; Scp-1 inhibitor: 106*; STEP block: 70*; CSN deneddyl inh: 175*; Tb MetRS inh: -0.7; LMPTP inh: 66*; NadD inh: 31*; Rpn11 block: +; DNMT1 inh: 90*; MsrA inhibitor: -0.1

Going on with the list:
SUMO1-SIM PPI	Scp-1 inhibitor	STEP block	CSN deneddyl inh	Tb MetRS inh	LMPTP inh	NadD inh	Rpn11 block	DNMT1 inh	MsrA inhibitor	smiles
-16	4	-1	2	-0.1	0.6	5	i	-3	-0.1	Cc1ccc([N+](=O)[O-])cc1S(=O)(=O)Nc1ccc(C(=O)NCC2CCCO2)cc1 (configuration not stated)
1	-3	-1	-6	-0.1	-0.1	4	i	-1	0.0	NC(=O)C1CC(=O)N(c2ccc(OCC(=O)Nc3ccc(Cl)cc3)cc2)C1 (configuration not stated)
5	16	3	5	-0.1	0.4	-4	i	16	0.7	CC(=O)Nc1c(O)nc(SCC(=O)Nc2nnc(SCc3ccccc3)s2)[nH]c1=O
5	-9	-2	17	0.6	0.6	3	i	0	0.6	CCOc1cc(/C=C2\COc3ccccc3C2=O)cc(Br)c1OCC(=O)N(C)C
-1	18	0	-1	-0.7	-1.1	10	i	6	-1.2	COc1ccc(NC(=O)C(CCCCNC(=O)OC(C)(C)C)NC(=O)OCc2ccccc2)cc1 (configuration not stated)

Sorted by value in MsrA inhibitor (smallest number first): some entries from above.
| compound | MsrA inhibitor |
| --- | --- |
| Cc1ccc([N+](=O)[O-])cc1S(=O)(=O)Nc1ccc(C(=O)NCC2CCCO2)cc1 (configuration not stated) | -0.1 |
| CCOc1cc(/C=C2\COc3ccccc3C2=O)cc(Br)c1OCC(=O)N(C)C | 0.6 |
| CC(=O)Nc1c(O)nc(SCC(=O)Nc2nnc(SCc3ccccc3)s2)[nH]c1=O | 0.7 |
